From PubChem BioAssay
C8 TRAIL sens – caspase-8 TRAIL sensitization; NB7+C8 cells + TRAIL, ATPlite viability luminescence; inhibition (viability loss, TRAIL sensitization), % at 10 µM; actives 1% (n = 360,000); AID 624354;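 active means compounds causing at least 50% loss of cell viability in the single-dose screen, relative to plate controls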
NR5A2 inv ag – inverse agonists of human LRH-1 (NR5A2). inhibition, % at 3.6 µM. HEK293T StAR-luciferase reporter, LRH-1 transfected, 24 h. actives 0.13% (n = 360,000). AID 602396;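 active means inhibition above the mean inhibition of all tested compounds plus 3 SD, cut at about 73% in these data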;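 further: 0% = DMSO wells and 100% = reporter-only cells lacking LRH-1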
Target sequence (O00482 whole entry, looked up): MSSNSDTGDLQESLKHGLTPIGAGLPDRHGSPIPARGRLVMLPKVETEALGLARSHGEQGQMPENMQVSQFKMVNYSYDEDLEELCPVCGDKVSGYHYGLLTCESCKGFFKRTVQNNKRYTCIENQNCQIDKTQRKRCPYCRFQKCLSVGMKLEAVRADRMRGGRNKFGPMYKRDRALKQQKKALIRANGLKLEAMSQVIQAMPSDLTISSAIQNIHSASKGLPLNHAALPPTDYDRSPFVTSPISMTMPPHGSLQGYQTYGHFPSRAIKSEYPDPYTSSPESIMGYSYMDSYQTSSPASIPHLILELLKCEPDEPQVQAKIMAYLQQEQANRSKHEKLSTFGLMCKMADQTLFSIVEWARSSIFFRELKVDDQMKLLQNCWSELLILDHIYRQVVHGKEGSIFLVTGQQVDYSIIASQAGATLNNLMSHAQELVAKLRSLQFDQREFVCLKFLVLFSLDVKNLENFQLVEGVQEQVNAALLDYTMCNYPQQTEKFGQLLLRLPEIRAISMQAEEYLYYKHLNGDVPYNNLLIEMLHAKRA
NCOA2 inhibitor – inhibits human steroid receptor coactivator 2; Q15596; HEK293 GAL4-SRC2 luciferase reporter, luminescence; inhibition, % at 9 µM; actives 0.17% (n = 370,000); AID 651957;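 active means inhibition above the mean inhibition of all tested compounds plus 3 SD, set per campaign, cut at about 52% in these data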;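 further: 0% = DMSO treated cells and 100% = cells given Gossypol at 36 µM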
NCOA3 inh – inhibitors of human steroid receptor coactivator 3 (SRC3) | inhibition, % at 3.6 µM | AID 588352 | actives 0.17% (n = 360,000) | Q9Y6Q9 | HEK293 GAL4-SRC3 luciferase reporter, luminescence;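 active means inhibition above a per-campaign cutoff, the mean of all compounds plus 3 SD, cut at about 60% in these data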;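 further: 0% = DMSO-treated cells and 100% = gossypol-treated cells at 36 µM; higher means less SRC3-driven luciferase light from the GAL4 reporter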
COUP-TFII inh – NR2F2 (human) inhibition, primary screen; P24468; HEK293T NGFI-A luciferase reporter, luminescence; inhibition, % at 8.6 µM; actives 0.7% (n = 370,000); AID 686940;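 active means inhibition above a per-plate cutoff, mean inhibition of test wells between control levels plus 3 SD, cut at about 38% in these data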;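 further: cells cotransfected with COUP-TFII expression vector driving the NGFI-A reporter; 0% = median of COUP-TF2 test wells and 100% = reporter-only cells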
EBV LMP1 NFkB – reduces LMP1-driven NF-kappaB luciferase signal | AID 504558 | LMP1-induced NF-kappaB luciferase reporter cells, luminescence | inhibition, % at 12.5 µM | actives 0.69% (n = 350,000); in the data active means inhibition above about 41%;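 further: 0% = neutral control wells and 100% = reference inhibitor control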
NCOA1 inh – inhibitors of human steroid receptor coactivator 1 (SRC1) | Q15788 | HEK293 GAL4-SRC1 luciferase reporter, luminescence | inhibition, % at 3.6 µM | actives 0.12% (n = 360,000);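 active means inhibition above the campaign mean plus 3 SD, with each screening campaign given its own cutoff, cut at about 60% in these data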;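 further: 0% = DMSO treated cells and 100% = gossypol at 36 µM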
TLR9-MyD88 block – blocks human TLR9 binding to MyD88; Q9NR96+Q99836; CHO BLA complementation TLR9-MyD88, CCF4 FRET ratio; inhibition, % at 4.98 µM; actives 0.21% (n = 340,000);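 active means inhibition above the mean over all tested compounds plus 3 SD, cut at about 21% in these data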;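 further: 0% = DMSO only wells and 100% = clavulanate BLA inhibitor control wells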
TWEAK Fn14 block – inhibitors of TWEAK-Fn14 interaction signaling | actives 2% (n = 360,000) | inhibition, % at 10 µM | TWEAK-stimulated Fn14 reporter cells, luciferase luminescence, 8 h; in the data active means inhibition above about 50%
NOD2-RIPK2 inh – blocks binding of human NOD2 to RIPK2; CHO BLA complementation NOD2-RIPK2, CCF4 ratio; inhibition, % at 4.98 µM; actives 0.38% (n = 360,000); AID 624267; in the data active means inhibition above about 21%;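 further: 0% = vehicle only and 100% = reference blocker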
Target sequence (O43353 whole entry, looked up): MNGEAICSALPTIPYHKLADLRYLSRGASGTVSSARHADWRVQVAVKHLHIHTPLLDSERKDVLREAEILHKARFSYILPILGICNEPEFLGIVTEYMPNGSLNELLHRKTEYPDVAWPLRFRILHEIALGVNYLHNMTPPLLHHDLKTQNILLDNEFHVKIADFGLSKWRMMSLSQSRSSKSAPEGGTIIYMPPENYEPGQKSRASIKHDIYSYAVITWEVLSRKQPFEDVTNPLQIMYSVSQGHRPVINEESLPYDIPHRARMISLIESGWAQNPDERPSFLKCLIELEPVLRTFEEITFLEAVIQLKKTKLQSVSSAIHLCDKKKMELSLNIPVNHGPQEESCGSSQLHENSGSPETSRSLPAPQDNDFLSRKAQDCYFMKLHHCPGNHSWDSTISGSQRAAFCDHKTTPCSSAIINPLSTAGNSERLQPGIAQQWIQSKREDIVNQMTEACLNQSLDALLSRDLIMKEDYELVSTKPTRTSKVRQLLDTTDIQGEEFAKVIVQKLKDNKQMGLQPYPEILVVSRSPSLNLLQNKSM
TROY NFkB inh – blocks TROY-dependent signaling in reporter cells; inhibition, % at 10 µM; Q293 LMP1-TROYcd NF-kB luciferase reporter, 4 h; actives 0.98% (n = 360,000);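 active means compounds whose plate-normalised and pattern-corrected inhibition of the luciferase reporter signal at the single screening dose is 50% or more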
* = called active by the depositor; nt = no result given. The list is partial (hit frequency here may not be typical).

compound | C8 TRAIL sens | NR5A2 inv ag | NCOA2 inhibitor | NCOA3 inh | COUP-TFII inh | EBV LMP1 NFkB | NCOA1 inh | TLR9-MyD88 block | TWEAK Fn14 block | NOD2-RIPK2 inh | TROY NFkB inh
Cn1c(N2CCN(C(c3ccccc3)c3ccccc3)CC2)nc2c1c(=O)[nH]c(=O)n2C | 7 | 17 | -52 | 17 | -4 | -18 | 15 | -2 | 23 | -2 | 9
CC1CCc2c(sc3[nH]c(=S)n(C)c(=O)c23)C1 (stereo unspecified) | 11 | -38 | -11 | -17 | -17 | -7 | -21 | 4 | 15 | -1 | 7
Nc1nc2c(Br)ccc(Br)c2cc1C(=O)NCCc1ccccc1 | -6 | -7 | -7 | nt | -6 | nt | nt | nt | 14 | 4 | 13
O=C(C[C@H]1C[C@H]2c3cc(NS(=O)(=O)c4ccc(F)cc4)ccc3O[C@H]2[C@H](CO)O1)NCc1cc(F)ccc1F | -7 | -11 | -7 | 13 | -8 | 4 | 11 | -6 | -2 | 3 | -4
Cc1ccc(C)c(-n2cc(-c3ccc(Cl)cc3)nc2SCC(=O)NC2CCS(=O)(=O)C2)c1 (stereo unspecified) | -4 | 0 | 3 | 2 | 5 | 0 | -4 | 0 | 16 | 2 | 0
O=C(CCCn1c(=O)oc2ccccc21)NNC(=O)COc1ccc(F)cc1 | -12 | -27 | 8 | 9 | 4 | 2 | -2 | -6 | -8 | -3 | 7
O=C(CCC1CCCC1)NCCS(=O)(=O)N1CCN(c2ccccc2)CC1 | 2 | 6 | 24 | -27 | 5 | -4 | -9 | 3 | -14 | -37 | -4
O=C(CN1C(=O)NC2(CCCC2)C1=O)NNC(=O)c1ccccc1 | 2 | -9 | -9 | 11 | 15 | -5 | 0 | -1 | 0 | -8 | 12
COc1cc2c(cc1OC)C(=O)CCS2 | 10 | -6 | 16 | 10 | -3 | 4 | -10 | -2 | -18 | 1 | -12
O=C(NNC(=O)c1sc2ccccc2c1Cl)Nc1ccc(Cl)cc1 | 6 | -16 | 14 | 12 | -7 | 4 | 8 | 1 | -3 | 1 | -8
COc1ccc(OC)c(C2c3[nH]c4ccccc4c3C[C@H]3C(=O)N(CCCOC(C)C)CC(=O)N23)c1 (stereo partly specified) | -2 | 8 | 20 | 12 | 11 | 3 | -1 | 6 | 8 | 0 | -12
COC(=O)c1ccc2c(=O)n(Cc3ccco3)c(SCC(=O)Nc3ccc(C)c(Cl)c3)nc2c1 | 26 | -4 | -17 | -2 | 2 | -35 | 2 | 6 | -19 | -8 | -9
O=C(CNC(=O)c1ccccc1)NCCCSc1ccccc1 | 7 | 15 | -21 | -12 | -8 | -11 | 1 | 11 | 5 | -3 | -14
COc1cc(OC)c(OC)cc1/C=N/n1c(COc2ccccc2)n[nH]c1=S | -16 | -18 | -11 | 2 | 8 | 6 | 13 | -16 | 0 | -2 | -1
Cc1cc(C)n(C(C)CC(=O)N2CCc3ccccc32)n1 (stereo unspecified) | -1 | 13 | -9 | 17 | -16 | 4 | -17 | -2 | 9 | -2 | -10
COCCn1c2nc(=O)n(-c3ccccc3)c(=O)c-2nc2ccccc21 | 13 | 18 | -11 | -9 | 11 | 5 | -27 | 23* | 18 | 36* | 5
O=C(NC(=S)Nc1ccc(N2CCCCC2)c(Cl)c1)c1ccc2c(c1)OCCO2 | 14 | 6 | 9 | 27 | 2 | 16 | 16 | -4 | 35 | -7 | -17
CCC(C)(C)C1CCc2[nH]nc(C(=O)O)c2C1 (stereo unspecified) | -12 | -23 | -7 | -22 | -5 | -1 | -9 | -9 | 2 | -6 | 6
CC(C)COP(=O)(OCC(C)C)C(O)c1ccc(F)cc1 (stereo unspecified) | 3 | 15 | -12 | 5 | 26 | -2 | 0 | -2 | -2 | -7 | 4
O=C1NC[C@@H](CCCCN2CCN(CCc3ccccc3)C(=O)C2=O)N(CCc2ccc(O)cc2)C1=O | -8 | -5 | 4 | nt | 5 | nt | nt | nt | 3 | -6 | -6
Cc1ccc(S(=O)(=O)N2CCC(C(=O)N3CCC[C@H]3C(=O)NCC(C)C)CC2)cc1 | -19 | -11 | 9 | 17 | 5 | -5 | 5 | 3 | 7 | -4 | 7
CC(C)CCn1c(NCCN(C)C)nc2c1c(=O)[nH]c(=O)n2C | 1 | -18 | -15 | 15 | -2 | 0 | -17 | -22 | 22 | 7 | 17
CN(C)CCCN(C(=O)c1cc(-c2cccs2)nc2ccccc12)c1nc2ccc(F)cc2s1 | 25 | -6 | -22 | 4 | -10 | -61 | -17 | -2 | -14 | 9 | 2
Cc1csc2nc(COC(=O)c3ccc(Cl)c([N+](=O)[O-])c3)cc(=O)n12 | 19 | 5 | -8 | 0 | 11 | -6 | 4 | 6 | -49 | -6 | 12
Cc1ccccc1C(=O)O/N=C(\N)c1cccc([N+](=O)[O-])c1 | 74* | -66 | -15 | -72 | -34 | -69 | -65 | -6 | 0 | -1 | -66

3 entries from above, sorted by the value under NCOA3 inh, highest first.
Molecule,NR5A2 inv ag,NCOA2 inhibitor,NCOA3 inh,COUP-TFII inh,EBV LMP1 NFkB,NCOA1 inh,TLR9-MyD88 block,TWEAK Fn14 block,NOD2-RIPK2 inh
Cc1ccc(S(=O)(=O)N2CCC(C(=O)N3CCC[C@H]3C(=O)NCC(C)C)CC2)cc1,-11,9,17,5,-5,5,3,7,-4
COc1cc2c(cc1OC)C(=O)CCS2,-6,16,10,-3,4,-10,-2,-18,1
COCCn1c2nc(=O)n(-c3ccccc3)c(=O)c-2nc2ccccc21,18,-11,-9,11,5,-27,23*,18,36*

Arranged by length of the SMILES (ascending): nine of the compounds above
compound | C8 TRAIL sens | NR5A2 inv ag | NCOA2 inhibitor | NCOA3 inh | COUP-TFII inh | EBV LMP1 NFkB | NCOA1 inh | TLR9-MyD88 block | TWEAK Fn14 block | NOD2-RIPK2 inh | TROY NFkB inh
Cc1cc(C)n(C(C)CC(=O)N2CCc3ccccc32)n1 (stereo unspecified) | -1 | 13 | -9 | 17 | -16 | 4 | -17 | -2 | 9 | -2 | -10
O=C(NNC(=O)c1sc2ccccc2c1Cl)Nc1ccc(Cl)cc1 | 6 | -16 | 14 | 12 | -7 | 4 | 8 | 1 | -3 | 1 | -8
COCCn1c2nc(=O)n(-c3ccccc3)c(=O)c-2nc2ccccc21 | 13 | 18 | -11 | -9 | 11 | 5 | -27 | 23* | 18 | 36* | 5
Cc1ccccc1C(=O)O/N=C(\N)c1cccc([N+](=O)[O-])c1 | 74* | -66 | -15 | -72 | -34 | -69 | -65 | -6 | 0 | -1 | -66
COc1cc(OC)c(OC)cc1/C=N/n1c(COc2ccccc2)n[nH]c1=S | -16 | -18 | -11 | 2 | 8 | 6 | 13 | -16 | 0 | -2 | -1
O=C(NC(=S)Nc1ccc(N2CCCCC2)c(Cl)c1)c1ccc2c(c1)OCCO2 | 14 | 6 | 9 | 27 | 2 | 16 | 16 | -4 | 35 | -7 | -17
Cc1csc2nc(COC(=O)c3ccc(Cl)c([N+](=O)[O-])c3)cc(=O)n12 | 19 | 5 | -8 | 0 | 11 | -6 | 4 | 6 | -49 | -6 | 12
CN(C)CCCN(C(=O)c1cc(-c2cccs2)nc2ccccc12)c1nc2ccc(F)cc2s1 | 25 | -6 | -22 | 4 | -10 | -61 | -17 | -2 | -14 | 9 | 2
Cc1ccc(S(=O)(=O)N2CCC(C(=O)N3CCC[C@H]3C(=O)NCC(C)C)CC2)cc1 | -19 | -11 | 9 | 17 | 5 | -5 | 5 | 3 | 7 | -4 | 7

Remaining list, next part:
compound | C8 TRAIL sens | NR5A2 inv ag | NCOA2 inhibitor | NCOA3 inh | COUP-TFII inh | EBV LMP1 NFkB | NCOA1 inh | TLR9-MyD88 block | TWEAK Fn14 block | NOD2-RIPK2 inh | TROY NFkB inh
O/N=C/c1cccnc1Sc1ccccc1 | -7 | 13 | -14 | 9 | -7 | 15 | -16 | 7 | 3 | -1 | 14
Clc1ccc(-c2nn3c(-c4ccccc4)nnc3s2)cc1 | 13 | 4 | -5 | -8 | -12 | -10 | -2 | 9 | -17 | 8 | -13
CC(=O)O[C@H]1CC[C@@]2(C)C(=CC[C@H]3[C@@H]4CC[C@H](C5(C)OCCO5)[C@@]4(C)CC[C@@H]32)C1 | -3 | 8 | nt | 11 | nt | -6 | 4 | 0 | 6 | 10 | -14
O=C(Nc1cccc(NC(=O)c2ccccc2Cl)c1)c1ccc([N+](=O)[O-])o1 | -12 | 63 | 7 | -20 | -13 | -77 | -1 | 2 | 35 | 1 | -5
CCN(c1ccccc1)S(=O)(=O)c1c(C)noc1C | 5 | 0 | -28 | 17 | 10 | 4 | -2 | 9 | -1 | 0 | -1
O=[N+]([O-])c1cccc(CN2CCN(Cc3ccco3)CC2)c1 | -9 | 8 | 5 | 11 | -7 | -1 | 1 | 9 | -7 | 5 | -3
Cc1cc(C)n(CC(=O)NNC(=O)COc2ccc(Cl)cc2Cl)n1 | 5 | 14 | -33 | -17 | -4 | 3 | -21 | 6 | 11 | -4 | 7
COC(=O)c1ccc(Cn2c(C)c(C(=O)NCc3ccc(Cl)c(Cl)c3)sc2=O)o1 | -2 | -3 | 3 | -4 | 17 | nt | -7 | nt | 44 | -9 | 33
COc1cc(NC(=O)CN2CCN(c3ccccc3F)CC2)c(C)cc1[N+](=O)[O-] | -2 | 14 | 7 | 14 | -10 | 6 | 6 | -14 | 20 | -9 | 17
COc1ccccc1NS(=O)(=O)c1ccc(C)c(C(=O)NCC(c2ccco2)N(C)C)c1 (stereo unspecified) | -16 | 1 | 10 | 10 | 7 | -4 | 14 | 2 | 10 | 1 | 7
Cc1ccccc1CN1C[C@@H]2C[C@@H](c3cn(C)nc3-c3ccccc3)N3CCC[C@@]23C1=O | -6 | 5 | 19 | 9 | 4 | -8 | 7 | -7 | 7 | 2 | -26
COC(=O)c1ccccc1Nc1ccnc(Cl)n1 | -7 | 12 | -12 | 27 | 3 | -7 | 6 | -3 | -14 | -6 | -14
CN(C(=O)C(C)(C)C)[C@H]1C[C@H]2c3[nH]c4ccccc4c3CCN2C(=O)[C@H]1CO | -2 | -3 | -14 | 3 | 8 | -21 | 2 | -81 | 8 | -6 | -6
CCOc1ccc(NC(N)=O)cc1 | -17 | 11 | 4 | 14 | -5 | 0 | 3 | -1 | -15 | -8 | -7
CCNc1nc2c(c(=O)[nH]c(=O)n2C)n1Cc1ccc(F)cc1 | 2 | -19 | -8 | -2 | -15 | -12 | -17 | 2 | -10 | -7 | -9
O=C(NN=C(Cc1ccccc1)Cc1ccccc1)c1ccncc1 | -18 | 1 | 3 | -1 | -16 | 1 | -25 | 7 | -4 | -16 | -8
O=C(NC1CCCc2ccccc21)C1CCN(S(=O)(=O)c2ccccc2F)CC1 (stereo unspecified) | 6 | -7 | -1 | -11 | 3 | -11 | 0 | 6 | -1 | 9 | -8
COc1ccc(OC2(C)CCN(Cc3ccc(-c4ccccc4)o3)C2)cc1 (stereo unspecified) | 4 | 2 | -18 | -16 | 0 | nt | -21 | nt | -13 | 2 | -34
Cc1ccc(S(=O)(=O)Nc2ccc3c(c2)C(=O)c2ccccc2-3)cc1 | 10 | 5 | 7 | 13 | -2 | nt | 13 | nt | 33 | -12 | 53*
CCn1cc(/C=N\NC(=O)c2ccc(Cl)cc2)cn1 | 1 | -13 | -2 | 0 | -6 | -1 | -7 | -5 | -3 | -2 | -12
